# Compound activity from PubChem.
# PI4K2A block = PI4K2A (human) kinase inhibition; Q9BTU6; purified PI4K2A, ADP-Glo luminescence, 1 h; stronger effect = lower value; activity change, negative = inhibition, % at 76.9 µM; 420,000 compounds, 0.13% hits; AID 1346378; in the data active means activity change below about -50%; inconclusive means mostly about -30% to -49%;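 further: -100% = wells without enzyme as full effect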
#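 PI4K2A activity was measured by ADP-Glo luminescence: enzyme (4 ug/mL stock) and phosphatidylinositol (1.2 mM stock) in Tris pH 7.5/MgCl2/EGTA/Triton X-100 buffer were reacted with ATP (300 microM stock) for one hour at ambient temperature.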
# Glioma ERSR ind = induces the endoplasmic reticulum stress response in human glioma cells | U87-MG GRP78 promoter luciferase reporter, 16 h | 420,000 compounds, 0.02% hits | Potency, µM, without a hit: top-dose activation, most hits filed as activators | AID 602332; further: potency means the concentration at half of the fitted maximal effect; series mostly up to about 76 µM; % of control where 0% means no effect; nearly all actives have a fitted effect of over 35% in size
#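 Stably transfected U87-MG human glioma cells carrying a GRP78-based luminescent sensor were seeded at 1000 cells/well, pin-dosed with compounds and incubated 16 h. Luciferase reagent was then added, and end-point luminescence was read after 10 min at room temperature.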
# USP1 inh = USP1/UAF1 (human) deubiquitinase inhibition; recombinant USP1/UAF1, Ub-Rhodamine cleavage fluorescence; 390,000 compounds, 0.23% hits; Potency, µM (highest dose often 57.1 µM), for inactives: at the top dose activity change, negative = inhibition, usual class: inhibitors; further: potency means the concentration at half of the fitted maximal effect; on the % scale 0 is the no-effect control and ±100 the full control effect; nearly all actives have a fitted effect of over 60% in size; inactives centre near -12
#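 High-throughput fluorogenic screen: 1nM USP1/UAF1 complex, Ub-Rho substrate 150nM final, 50mM HEPES pH 7.8 with 0.5mM EDTA, 0.1 mg/ml BSA, 1mM TCEP and 0.01% Tween-20.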
# Vif-A3F inh = Vif-A3F binding inhibition | Potency, µM (series often up to 46.1 µM), without a hit: top-dose activity, negative = active | HeLa A3F-eYFP + Vif (tagged APOBEC3F with the HIV-1 protein that degrades it), YFP fluorescence increase | 390,000 compounds, 0.2% hits | AID 602313; further: potency means the concentration at half of the fitted maximal effect; % of control where 0% means no effect; nearly all actives have a fitted effect of over 65% in size
#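 HeLa cells stably expressing Vif plus C-terminally eYFP-tagged A3F were seeded, incubated overnight at 37 deg C, dosed with compound, incubated overnight again at 37 deg C. Yellow fluorescence (Ex 488/Em 500-530) reported blocked Vif-mediated A3F-eYFP degradation.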
# IDH1 R132H inh = human IDH1 R132H inhibition; O75874; IDH1-R132H enzyme, NADPH consumption, diaphorase/resazurin fluorescence; Potency, µM (top dose mostly 76.6 µM), for the others: at the highest dose activity change, negative = inhibition, usual class: inhibitors; 390,000 compounds, 0.093% hits; further: potency means the concentration at half of the fitted maximal effect; on the % scale 0 is the no-effect control and ±100 the full control effect; nearly all actives have a fitted effect of over 65% in size
# Target sequence (O75874 whole entry R132H, stated change not applied): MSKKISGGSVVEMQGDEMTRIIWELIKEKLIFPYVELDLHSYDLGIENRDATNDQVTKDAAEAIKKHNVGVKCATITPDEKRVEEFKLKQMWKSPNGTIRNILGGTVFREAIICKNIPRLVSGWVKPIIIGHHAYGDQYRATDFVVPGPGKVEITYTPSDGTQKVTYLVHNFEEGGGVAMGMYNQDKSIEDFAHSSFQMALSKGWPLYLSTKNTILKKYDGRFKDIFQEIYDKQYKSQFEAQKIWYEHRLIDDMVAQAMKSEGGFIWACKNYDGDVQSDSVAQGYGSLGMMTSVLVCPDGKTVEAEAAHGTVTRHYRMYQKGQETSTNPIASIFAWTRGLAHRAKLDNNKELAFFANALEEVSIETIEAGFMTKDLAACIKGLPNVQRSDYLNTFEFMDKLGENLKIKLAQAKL
#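 IDH1-R132H (0.5 ug/mL dispensed) in pH 7.5 Tris buffer was preincubated 30 min with compound, then given a substrate mix of 0.016 mM NADPH and 2 mM alpha-KG for 80 min at room temperature; remaining NADPH was read by diaphorase/resazurin fluorescence.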
# RXFP1 ag = activates the human relaxin receptor RXFP1; Q9HBX9; HEK293T-RXFP1 cAMP TR-FRET, 30 min; response scale: percent of porcine relaxin response, buffer zero; Potency, µM (series often up to 57.5 µM), without a hit: at the highest dose activation, most hits filed as activators; 370,000 compounds, 0.3% hits; AID 2676; further: potency means the concentration at half of the fitted maximal effect; on the % scale 0 is the no-effect control and ±100 the full control effect; nearly all actives have a fitted effect of over 60% in size; many of its hits are not listed in these tables
#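 HEK293T cells stably expressing RXFP1 were pretreated with the PDE4 inhibitor Ro 20174, exposed to compounds for 30 min at 37C, lysed, and cAMP was read by TR-FRET. Data normalized to buffer (basal) and 29 nM porcine relaxin (100%).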
# LDHA inh = LDHA (human) enzyme inhibition; P00338; purified LDHA, NADH/diaphorase-resazurin fluorescence; stronger effect = lower value; activity change, % (values are at about 110 or 230 µM); 480,000 compounds, 0.15% hits; in the data active means activity change below about -30%; inconclusive means mostly about -25% to -30%;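 further: plate controls were DMSO wells for no effect and wells without enzyme for full effect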
#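 Human LDH5 (2 nM) was incubated with 0.06 mM NADH and 0.2 mM pyruvate for 5 min at room temperature in Tris pH 7.4. Remaining NADH was coupled through diaphorase/resazurin, and resorufin fluorescence was read at 0 and 20 min.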
# Vif-A3G inh = blocks the Vif interaction with human APOBEC3G; Q9HC16; Potency, µM (titrated, usually from 46.1 µM), inactives show at the highest dose activity, negative = active, actives largely listed as inhibitors; 410,000 compounds, 0.076% hits; HeLa A3G-eYFP + Vif (tagged APOBEC3G with the HIV-1 protein that degrades it), YFP fluorescence, overnight;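 further: potency means the concentration at half of the fitted maximal effect; on the % scale 0 is the no-effect control and ±100 the full control effect; nearly all actives have a fitted effect of over 60% in size; hits raise eYFP signal because A3G escapes Vif-driven loss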
#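 HeLa cells stably expressing Vif and C-terminally eYFP-tagged A3G, seeded overnight at 37 deg C, then exposed to compound by pintool overnight at 37 deg C. Rise in yellow fluorescence (Ex 488/Em 500-530, Acumen) marks blocked Vif-driven A3G degradation.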
# TrxR1 substrate = rat thioredoxin reductase 1 substrate activity; Potency, µM (titrated, usually from 114 µM), for inactives: at the highest dose activity change, negative = substrate turnover; purified TrxR1 substrate turnover, NADPH consumption readout; 390,000 compounds, 0.01% hits; O89049; further: potency means the concentration at half of the fitted maximal effect; on the % scale 0 is the no-effect control and ±100 the full control effect; nearly all actives have a fitted effect of over 50% in size
# Target sequence (O89049 whole entry, looked up): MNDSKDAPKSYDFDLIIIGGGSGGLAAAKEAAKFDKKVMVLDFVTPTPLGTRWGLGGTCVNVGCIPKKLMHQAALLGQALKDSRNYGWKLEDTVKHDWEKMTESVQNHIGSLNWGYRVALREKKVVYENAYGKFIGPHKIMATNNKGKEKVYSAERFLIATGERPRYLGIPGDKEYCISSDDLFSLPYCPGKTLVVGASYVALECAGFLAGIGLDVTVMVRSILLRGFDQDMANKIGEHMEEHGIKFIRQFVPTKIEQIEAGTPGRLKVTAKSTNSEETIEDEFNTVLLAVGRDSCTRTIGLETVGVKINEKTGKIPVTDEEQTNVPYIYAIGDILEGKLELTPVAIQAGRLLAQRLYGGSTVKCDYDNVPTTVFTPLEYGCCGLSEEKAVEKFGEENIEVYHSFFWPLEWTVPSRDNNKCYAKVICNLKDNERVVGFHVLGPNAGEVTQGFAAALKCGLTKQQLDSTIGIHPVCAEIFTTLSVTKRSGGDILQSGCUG
#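 Rat TrxR1, dispensed at 90 nM, was prereduced with 400 uM NADPH (final) for 5 min at ~22 deg C, then incubated with compound 15 min before 400 uM selenite. A first-read NADPH fluorescence drop versus no-compound background flagged substrates.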
# * = called active by the depositor; ? = inconclusive; nt = not tested or not shown; & = joins results of further samples; [ ] = remark or other dose. Unless noted, the call rests on the fitted dose curve; in most records, active means well fitted curve in the direction sought with a large enough effect; inconclusive means small, poorly fitted or top-dose-only effect, or another doubt; inactive means no such curve, though single readings can be large; an effect the other way counts as inactive or inconclusive.
SMILES,PI4K2A block,Glioma ERSR ind,USP1 inh,Vif-A3F inh,IDH1 R132H inh,RXFP1 ag,LDHA inh,Vif-A3G inh,TrxR1 substrate
COc1ccccc1C(=O)N1CCN(C(=O)[C@H]2O[C@@H](n3ccc(N)nc3=O)[C@H](O)[C@@H]2O)CC1,0,-5%,nt,nt,nt,nt,-8,0%,nt
Cn1nc(C(F)(F)F)c(-c2ccccc2)c1N,-4,-1%,-4%,5%,10%,-2.0%,-5,2%,3%[57.1 µM]
COc1cc(C)c(Cl)cc1S(=O)(=O)NCc1ccco1,8,-5%,-5%,3%,3%,1.5%,1,3%,-2%
c1ccc2c(c1)nnn2Cc1nnc2sc(-c3ccncc3)nn12,4,-5%,-4%,-15%,0%,10%,-6,-6%,4%
CC1CC(C)CN(S(=O)(=O)c2cc3c(cc2Cl)NC(=O)CO3)C1 (configuration not stated),1,0%,-19%,1%,-4%,1.4%,1,-4%,1%[57.1 µM]
CC1CC(C(F)(F)F)n2ncc(C(=O)O)c2N1 (configuration not stated),-6,9%,-3%,3%,8%,-0.7%,-3,-1%,7%[57.1 µM]
COc1ccc(F)cc1S(=O)(=O)NCCc1csc(-c2ccc(Cl)cc2)n1,-1,0%,-10%,-8%,-9%,2.6%,4,-1%,-4%[57.1 µM]
COc1ccc(CNC(=O)c2cn(Cc3ccc(S(=O)(=O)N(C)C)cc3)c(=O)s2)cc1,2,-2%,nt,nt,nt,nt,-2,-2%,nt
CCc1nc2ccc(C(=O)Nc3cccc(NS(C)(=O)=O)c3)cn2c1N(C)CCN1CCOCC1,-4,-1%,nt,nt,nt,nt,-4,-1%,nt
Cc1ccn2c(CNCC3COCCO3)c(C(=O)N3CCCCCC3)nc2c1 (configuration not stated),-4,-3%,-6%,-10%,6%,2.5%,3,2%,1%
COc1ccc(NC(=O)CSc2nc3[nH]c(=O)cc(O)c3s2)cc1OC,-10,-2%,-3%,-8%,0%,-0.2%,6,2%,-16%
Cc1ccc(C(=O)COc2ccccc2-c2ccccc2)cc1,1,-3%,-11%,-9%,0%,-1.2%,1,-3%,-1%
O=C(O)c1ccccc1Nc1cccc(OCc2ccc3ccccc3n2)c1,-2&0,0%&-1%&5%,-13%,-6%,-6%,0.1%,-5,-4%,10%[57.1 µM]
O=C(CSc1nnc2n(C3CCCCC3)c(=O)c3ccccc3n12)OC1CCCCC1,5,-4%,-19%,-4%,-2%,0.2%,-2,-4%,15%
COc1cccc(NC(=O)CN(C)C(=O)c2ccc(NC(=O)CC3SC(N4CCCCC4)=NC3=O)cc2)c1 (configuration not stated),-7,-4%,-15%,10%,4%,0.3%,-2,3%,-2%
CCOC(=O)c1c(S(=O)(=O)N2CCN(C3CCCCC3)CC2)c(C)n(C)c1C,-3,-4%,-8%,-20%,0%,-0.6%,-6,-6%,-1%
COc1ccccc1N1CCN(C(=O)c2cc3cc(Br)ccc3oc2=O)CC1,-4,-2%,-18%,-4%,-1%,1.4%,-1,-4%,4%[57.1 µM]
Cc1ccc(NC(=O)CN2C(=O)CSc3ccc(S(=O)(=O)N(C)C)cc32)cc1C,6,-2%,-14%,3%,0%,0.9%,-12,2%,2%[57.1 µM]
C=CCNC(=O)C1CC1(c1ccc(C)cc1)c1ccc(C)cc1 (configuration not stated),-1,-6%,-19%,8%,-4%,-0.4%,-10,-3%,-9%
CCCn1c(=O)c2sccc2n2c(CCCC(=O)Nc3ccc(Oc4ccccc4)cc3)nnc12,1,-1%,-14%,4%,15%,6.8%,1,2%,0%
C[C@H]1CN([C@@H](C)CO)C(=O)CCCn2cc(nn2)CO[C@@H]1CN(C)S(=O)(=O)c1ccc(Cl)cc1,-2,-3%,-23%,8%,12%,nt,-1,2%,nt
O=c1oc2ccccc2n1CSc1nc2ccccc2s1,2,2%,-22%,1%,6%,2.2%,-4,-4%,-8%
Cc1ccc(O)c(C(=O)c2cnc3c(c2)COc2ccc(C)cc2-3)c1,-3,-4%,-13%,2%,2%,-0.1%,-2,-17%,4%[57.1 µM]
CCCC(=O)Nc1nnc(CC(=O)N2CCCC2)s1,-2,-4%,-5%,1%,2%,-0.6%,1,-1%,-11%
COCCSc1ccccc1C(=O)N1CCN(Cc2ccccc2)CC1,0,1%,-17%,4%,13%,1.0%,-1,3%,5%
COC(=O)[C@H](CCSC)NC(=O)Nc1ccc(C(C)=O)cc1,-2,-5%,-10%,-4%,1%,1.0%,1,0%,-1%
CCOCCCNC(=O)c1cc2c(-c3ccc(Cl)cc3)nn(C)c2s1,-3,-4%,?,-7%,-4%,0.7%,-12,-9%,43%[activator]
Cc1ccc(OCC(=O)Nc2cccc(-c3nc4ccccc4s3)c2)cc1,-3,-1%,-11%,11%,0%,-0.2%,6,4%,-3%
CCCc1cc(C(=O)Nc2sc(C)c(C)c2C(=O)OCC)no1,-11,-3%,-13%,-13%,15%,-0.1%,-3,1%,40%[activator][57.1 µM]
COc1ccccc1N1CCN(c2ccc(=O)n(CC(=O)Nc3cc(F)ccc3C)n2)CC1,-1,-1%,12%,3%,-14%,-3.9%,-1,-5%,3%[57.1 µM]
Cc1cc(=O)oc2cc(OCC(=O)Nc3nnc(C(C)C)s3)ccc12,6,-6%,-4%,2%,-3%,15%,-4,1%,42%[activator]
CCSc1nc(-c2ccccc2)c(C#N)c(=O)[nH]1,0,-2%,-23%,1%,4%,22%,-12,-2%,10%
Cc1cccc(Cn2c(N3CCCCC3C)nc3c2c(=O)[nH]c(=O)n3C)c1 (configuration not stated),5,-3%,-28%,2%,6%,-0.6%,-5,0%,-3%
Cn1nnnc1SCC(=O)c1c(N)n(C2CC2)c(=O)[nH]c1=O,5,-3%,-15%,-1%,1%,-0.3%,-3,6%,-2%
Cc1ccc(C(O)P(=O)(OCc2ccccc2)c2ccc(N(C)C)cc2)cc1 (configuration not stated),-4,-6%,-3%,1%,7%,1.8%,-8,0%,-5%
CCN(CC)S(=O)(=O)c1cccc(NC(=O)COC(=O)CCC(=O)c2cccs2)c1,-2,-1%,-21%,14%,-10%,0.5%,-7,-9%,-4%
O=C(CSc1nnc(CNc2ccc(F)cc2)n1Cc1ccccc1)NCc1ccccc1,3,0%,-23%,-6%,2%,0.5%,-3,0%,-4%
Cc1ccc(S(=O)(=O)NC(=O)NCc2ccc(Cl)cc2)cc1,-3,-4%,-2%,4%,1%,-0.5%,-9,-3%,11%[57.1 µM]
CC1c2cc3c(cc2CCN1C(=O)c1cccc(F)c1)OCCCO3 (configuration not stated),8,0%,-21%,-15%,0%,0.8%,0,-11%,-9%
O=C(COC(=O)c1cc(S(=O)(=O)N2CCOCC2)ccc1F)Nc1ccccc1C(F)(F)F,4,-4%,-18%,-3%,11%,nt,-4,1%,nt
Cc1ccc(C)c(N2C(=O)CC(Cc3ccc(Br)cc3)C2=O)c1 (configuration not stated),-3,-5%,-5%,9%,10%,-2.4%,-4,-2%,3%[57.1 µM]
CCCn1c(C)c(C(=O)OCC)c(O)c(-c2ccccc2)c1=O,0,1%,-14%,-6%,-3%,nt,-4,-4%,6%
Fc1ccc(CN2CCc3nc(Nc4ccccc4)ncc3C2)cc1F,-1,7%,-10%,5%,-1%,-0.3%,2,-1%,0%[57.1 µM]

# In a second layout: entries from further up.
smiles | PI4K2A block | Glioma ERSR ind | USP1 inh | Vif-A3F inh | IDH1 R132H inh | RXFP1 ag | LDHA inh | Vif-A3G inh | TrxR1 substrate
C[C@H]1CN([C@@H](C)CO)C(=O)CCCn2cc(nn2)CO[C@@H]1CN(C)S(=O)(=O)c1ccc(Cl)cc1 | -2 | -3% | -23% | 8% | 12% | nt | -1 | 2% | nt
O=C(CSc1nnc(CNc2ccc(F)cc2)n1Cc1ccccc1)NCc1ccccc1 | 3 | 0% | -23% | -6% | 2% | 0.5% | -3 | 0% | -4%
CCSc1nc(-c2ccccc2)c(C#N)c(=O)[nH]1 | 0 | -2% | -23% | 1% | 4% | 22% | -12 | -2% | 10%
Cc1ccc(O)c(C(=O)c2cnc3c(c2)COc2ccc(C)cc2-3)c1 | -3 | -4% | -13% | 2% | 2% | -0.1% | -2 | -17% | 4%[57.1 µM]
Cc1ccc(C)c(N2C(=O)CC(Cc3ccc(Br)cc3)C2=O)c1 (configuration not stated) | -3 | -5% | -5% | 9% | 10% | -2.4% | -4 | -2% | 3%[57.1 µM]

# Single entries from the list.
# CCCC(=O)Nc1nnc(CC(=O)N2CCCC2)s1 @ USP1 inh = -5%
# Cc1ccc(C)c(N2C(=O)CC(Cc3ccc(Br)cc3)C2=O)c1 (configuration not stated) @ Vif-A3F inh = 9%
# O=C(CSc1nnc(CNc2ccc(F)cc2)n1Cc1ccccc1)NCc1ccccc1 @ PI4K2A block = 3

# An excerpt. The share of hits here may be higher or lower than overall.
